From PubChem BioAssay
iPSC survival up: increases survival of single human iPS cells; hiPSC single-cell survival, ATPlite luminescence; 100% = ROCK inhibitor wells, 0% = DMSO; survival enhancement, % at 20 µM; actives 0.044% (n = 360,000); AID 602274; in the data active = survival enhancement above about 18%;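 also: cells exposed to compounds for 16 hours before the ATP read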
Peg3 promoter: Peg3 promoter activity inhibition | HeLa PEG-Prom luciferase reporter, luminescence, overnight | inhibition, % at 20 µM | actives 1.7% (n = 360,000) | AID 588405;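 active = inhibition of at least 50% at 20 µM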
Shn3 3UTR inh: inhibitors of Schnurri-3 3'UTR reporter in osteoblasts; inhibition, % at 12.5 µM; Clone20 osteoblast Shn3 3'UTR firefly luciferase, 24 h; actives 0.52% (n = 360,000);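 active = mean inhibition of at least 75% with every replicate also reaching 75%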;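 also: 0% = median of neutral control wells and 100% = pilot-screen positive control compound; some compounds past the cut are filed as inactive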
HIF-2a inh: HIF-2a inhibition. 786-0 RCC cells HIF-2a reporter, luciferase luminescence, overnight. inhibition, % at 18.8 µM. actives 0.72% (n = 360,000). AID 624352;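 active = inhibition of the luminescence signal of 40% or more relative to plate controls, in a single-dose primary screen at 18.75 µM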
LMP1 NFkB inh: Epstein-Barr LMP1 NF-kappaB reporter inhibition. LMP1-induced NF-kappaB luciferase reporter cells, luminescence. inhibition, % at 12.5 µM. actives 0.69% (n = 350,000); in the data active = inhibition above about 41%;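 also: 0% = neutral control wells and 100% = reference inhibitor control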
CF NFkB inh: inhibitors of cystic fibrosis induced NF-kB; KKLEB NF-kB-GFP reporter, PAF-induced, GFP fluorescence overnight; inhibition, % at 5 µM; AID 588850; actives 0.86% (n = 360,000);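 active = at least 50% inhibition at 5 µM, scaled per plate between neutral and stimulator controls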;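 also: PAF is a Pseudomonas aeruginosa culture filtrate used as stimulus; plate controls were PAF-stimulated DMSO wells for no effect and unstimulated DMSO wells for full effect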
TRAIL sens C8: caspase-8 TRAIL sensitization; NB7+C8 cells + TRAIL, ATPlite viability luminescence; inhibition (viability loss, TRAIL sensitization), % at 10 µM; actives 1% (n = 360,000);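 active = compounds causing at least 50% loss of cell viability in the single-dose screen, relative to plate controls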
MITF TRPM1 inh: inhibitors of MITF-driven TRPM1 promoter in melanoma cells | SK-MEL-5 TRPM1 promoter luciferase, 24 h | inhibition, % at 12.5 µM | actives 0.83% (n = 330,000);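 active = mean inhibition across replicates of 60% or more, whatever share of single replicates reaches that level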; also: values of inactives mirror those of a sister screen read the other way
NR2E3 ag-1: agonists of human NR2E3 nuclear receptor; AID 602229; actives 0.35% (n = 360,000); Q9Y5X4; CHO-S Gal4-NCOR/VP16-NR2E3 two-hybrid, luciferase; inhibition of corepressor binding, % at 3.98 µM;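 active = inhibition above the mean of all tested compounds plus 3 SD, cut at about 70% in these data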;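 also: 0% = DMSO with NR2E3 transfected cells and 100% = cells lacking NR2E3 construct; higher means lower luciferase signal from less NR2E3 corepressor binding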
Target sequence (Q9Y5X4 whole entry, looked up, the tested form may be a part): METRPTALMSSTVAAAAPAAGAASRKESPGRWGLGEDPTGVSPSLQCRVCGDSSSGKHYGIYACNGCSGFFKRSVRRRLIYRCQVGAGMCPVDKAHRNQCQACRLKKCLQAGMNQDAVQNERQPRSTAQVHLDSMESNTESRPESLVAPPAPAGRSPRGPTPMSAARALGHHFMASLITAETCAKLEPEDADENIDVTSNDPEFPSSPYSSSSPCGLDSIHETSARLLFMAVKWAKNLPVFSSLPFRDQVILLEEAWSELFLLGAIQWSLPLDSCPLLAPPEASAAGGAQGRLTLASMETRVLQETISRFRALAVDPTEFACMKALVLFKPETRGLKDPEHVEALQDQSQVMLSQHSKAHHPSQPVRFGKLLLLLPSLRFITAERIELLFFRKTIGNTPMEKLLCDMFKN
NR2E3 ag-2: agonists of human nuclear receptor NR2E3 | inhibition of corepressor binding, % at 4.78 µM | AID 2300 | actives 0.12% (n = 320,000) | GST-NR2E3/biotin-RetCOR TR-FRET, 1536-well | Q9Y5X4;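 active = percent inhibition above the cutoff of mean plus 3 SD of all tested compounds, set per screening campaign, cut at about 20% in these data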;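 also: 0% = DMSO wells and 100% = biotin wells as full block of FRET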
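system = GST-tagged NR2E3 plus biotinylated RetCOR corepressor | input = 1.35 nM GST-NR2E3 | also added = 7 nM biotin-RetCOR | schedule = 5 h incubation at 4 °C | measured by = TR-FRET with europium anti-GST and streptavidin-D2, 340 nm excitation | read-out = percent loss of FRET ratio relative to control wells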
KKLEB cytotox: counter-screen for CF NF-kB inhibitors: cytotoxicity; KKLEB CF airway cells viability, ATPlite luminescence, overnight; stronger effect = lower value; cells stimulated with P. aeruginosa culture filtrate; activity change (cytotoxicity), % at 5 µM; actives 0.36% (n = 360,000); AID 602141;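 active = corrected activity change at or below -50% at 5 µM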
The depositor's hits bear a star; / = not tested or not shown. Only part of the results is shown, so the mix of outcomes need not match the whole.

SMILES | iPSC survival up | Peg3 promoter | Shn3 3UTR inh | HIF-2a inh | LMP1 NFkB inh | CF NFkB inh | TRAIL sens C8 | MITF TRPM1 inh | NR2E3 ag-1 | NR2E3 ag-2 | KKLEB cytotox
COC(=O)CCN(C(=O)c1cc(OC)c(OC)c(OC)c1)c1ccccn1 | 0.0 | 1 | -11 | 0 | 7 | -1 | -7 | 6 | -4 | 4 | -1
O=c1[nH]ncn1-c1ccc(Br)cc1 | -0.7 | 3 | 14 | 7 | 0 | -7 | 4 | -1 | -20 | 0 | 12
CC(C)c1onc(C(=O)NCc2cccs2)c1[N+](=O)[O-] | 2.0 | 6 | -5 | 6 | -2 | -6 | -6 | 8 | -13 | 1 | 3
COc1ccc(NC(C)=O)cc1S(=O)(=O)N1CCn2cccc2C1C (centres undefined) | 3.1 | -3 | -11 | -1 | -6 | -16 | -8 | -8 | 12 | 1 | -8
COC(=O)Cc1[nH]nc2c1C(C1C=CCCC1)C(C#N)=C(N)O2 (centres undefined) | 7.9 | 19 | -24 | 12 | 0 | -4 | 5 | 10 | -7 | 2 | -8
C=CCNC(=S)Nc1cccc(N)c1 | -2.2 | -8 | 6 | -17 | -9 | -7 | -6 | -2 | 19 | 0 | 6
CSc1cccc(NS(=O)(=O)c2ccc(-c3coc(C)n3)cc2)c1 | -0.3 | -3 | 22 | 16 | 4 | -1 | -1 | 4 | 93* | -1 | -7
CCN(CC(=O)NCc1cccs1)C(=O)c1ccc(S(=O)(=O)Nc2cccc(C)c2C)cc1 | 0.6 | 14 | 8 | 9 | -8 | 8 | 1 | 10 | -4 | 1 | -13
CCN1CCN(CCCNC(=O)c2csc3c2CCCCC3)CC1 | -0.2 | 19 | 10 | -4 | 6 | 8 | 6 | -6 | 4 | 0 | -4
CCOC(=O)C1=C(C)NC(C)=C(C(=O)OCC)C1C(=O)OCC(=O)N1CC(C)OC(C)C1 (centres undefined) | 0.5 | -2 | 1 | -7 | 0 | -9 | -12 | 5 | 9 | 3 | -13
Cc1cccc(CCNC(=O)C2CCCN(S(=O)(=O)c3cccc4nsnc34)C2)c1 (centres undefined) | -0.7 | 11 | / | 12 | 1 | 16 | 2 | -2 | -7 | 2 | -9
O=C(CCN1C(=O)S/C(=C\c2cccs2)C1=O)NC1=NCCS1 | 2.0 | -21 | -2 | -32 | -4 | 2 | 22 | -11 | -25 | -2 | 0
N=C1/C(=C\c2ccc(OC(=O)c3ccccc3)cc2)C(=O)N=C2SC(N3CCOCC3)=NN12 | 0.0 | -34 | -13 | -21 | -5 | 9 | 11 | / | -12 | 5 | -16
COc1ccc(NC(=O)c2cccc(N3C(=O)C4C5C=CC(C5)C4C3=O)c2)c(OC)c1 (centres undefined) | 0.9 | 2 | -5 | 8 | -12 | -2 | 5 | -12 | -2 | 4 | -6
Cc1ccc(NC(=O)CSc2nc3ccccc3nc2N2CCCC2)cc1 | -1.2 | -36 | -34 | -162 | -55 | 15 | 3 | / | -32 | 4 | -9
COc1cccc(NC(=O)CN(C)C(=O)c2ccc(-c3ccccc3Cl)o2)c1 | -0.6 | 9 | -1 | -7 | -1 | -27 | -9 | 3 | -8 | -3 | 5
CCNC(=O)C(C)Sc1ccc(Cl)cc1 (centres undefined) | -0.6 | 4 | -12 | 16 | -9 | -11 | 4 | -8 | -4 | 2 | 11
CCOc1ccc(C2CC(c3c(O)c4ccccc4oc3=O)=NN2c2ccccc2)cc1OC (centres undefined) | 0.0 | 0 | -11 | -2 | -4 | -11 | 2 | -1 | -10 | 1 | 3
Cc1ccc(CN2CCNC(=O)C2CC(=O)NCCCn2ncc3ccccc32)o1 (centres undefined) | 0.9 | -23 | -15 | -4 | -6 | 2 | -7 | -12 | 1 | / | 6
O=C1CN(C(=O)CN2C(=O)NC(c3ccccc3)(c3ccccc3)C2=O)c2ccccc2N1 | -0.2 | 10 | 9 | -4 | -6 | -44 | -4 | -1 | 27 | / | 5

Ordered by formula weight (smallest number first): 11 of the compounds above
SMILES | iPSC survival up | Peg3 promoter | Shn3 3UTR inh | HIF-2a inh | LMP1 NFkB inh | CF NFkB inh | TRAIL sens C8 | MITF TRPM1 inh | NR2E3 ag-1 | NR2E3 ag-2 | KKLEB cytotox
C=CCNC(=S)Nc1cccc(N)c1 | -2.2 | -8 | 6 | -17 | -9 | -7 | -6 | -2 | 19 | 0 | 6
CCNC(=O)C(C)Sc1ccc(Cl)cc1 (centres undefined) | -0.6 | 4 | -12 | 16 | -9 | -11 | 4 | -8 | -4 | 2 | 11
CC(C)c1onc(C(=O)NCc2cccs2)c1[N+](=O)[O-] | 2.0 | 6 | -5 | 6 | -2 | -6 | -6 | 8 | -13 | 1 | 3
COC(=O)Cc1[nH]nc2c1C(C1C=CCCC1)C(C#N)=C(N)O2 (centres undefined) | 7.9 | 19 | -24 | 12 | 0 | -4 | 5 | 10 | -7 | 2 | -8
CSc1cccc(NS(=O)(=O)c2ccc(-c3coc(C)n3)cc2)c1 | -0.3 | -3 | 22 | 16 | 4 | -1 | -1 | 4 | 93* | -1 | -7
COc1ccc(NC(C)=O)cc1S(=O)(=O)N1CCn2cccc2C1C (centres undefined) | 3.1 | -3 | -11 | -1 | -6 | -16 | -8 | -8 | 12 | 1 | -8
COC(=O)CCN(C(=O)c1cc(OC)c(OC)c(OC)c1)c1ccccn1 | 0.0 | 1 | -11 | 0 | 7 | -1 | -7 | 6 | -4 | 4 | -1
COc1cccc(NC(=O)CN(C)C(=O)c2ccc(-c3ccccc3Cl)o2)c1 | -0.6 | 9 | -1 | -7 | -1 | -27 | -9 | 3 | -8 | -3 | 5
Cc1ccc(CN2CCNC(=O)C2CC(=O)NCCCn2ncc3ccccc32)o1 (centres undefined) | 0.9 | -23 | -15 | -4 | -6 | 2 | -7 | -12 | 1 | / | 6
O=C1CN(C(=O)CN2C(=O)NC(c3ccccc3)(c3ccccc3)C2=O)c2ccccc2N1 | -0.2 | 10 | 9 | -4 | -6 | -44 | -4 | -1 | 27 | / | 5
CCOc1ccc(C2CC(c3c(O)c4ccccc4oc3=O)=NN2c2ccccc2)cc1OC (centres undefined) | 0.0 | 0 | -11 | -2 | -4 | -11 | 2 | -1 | -10 | 1 | 3
